TRPV1 ag – agonists of human vanilloid receptor 1 (TRPV1) | Q8NER1 | TRPV1-expressing cells, Fluo-8 calcium influx, agonist mode | activation, % at 8.33 µM | actives 0.19% (n = 320,000); in the data active = activation above about 80%; inconclusive = between about 30% and that limit; also: 0% is about no effect
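Cells expressing TRPV1 were dye-loaded with Fluo-8 and read kinetically: 10 s baseline, 3 min after compound (agonist portion), then 2 min after EC20 capsaicin (allosteric enhancer portion). Calcium-bound dye fluorescence at 480/520 nm.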
p53 reactivation – restores transcriptional activity of mutant p53; AID 504706; Potency, µM (titrated, usually from 92.2 µM), for the others: at the highest dose activity change, positive = activation, actives largely listed as activators; H1299 p53-A138V BP100-luciferase reporter, luminescence, 24 h; actives 0.063% (n = 320,000); also: potency is read from the fitted curve at half-maximal effect; % of control where 0% means no effect; nearly all actives have a fitted effect of over 45% in size
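H1299 (p53-null), stable ts p53-A138V + BP100-Luc; 1000 cells/well, Opti-MEM/10% FBS; cpd 4 pt, 1:5; 24 h, 37 deg C, 5% CO2; detection reagent 10 min RT; luminescence.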
BRCA1 expr up – increases BRCA1 expression | MCF7-BRCA1-FFLuc reporter, luminescence, 48 h; response scale: scaled: vehicle 0%, 10 µM genistein 100% | Potency, µM (top dose mostly 46.1 µM), inactives show at the top dose activation, most hits filed as activators | actives 1.1% (n = 380,000) | AID 624202; also: potency is read from the fitted curve at half-maximal effect; nearly all actives have a fitted effect of over 80% in size; some results filed as inactive show a strong effect at the top dose
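Quantitative HTS in MCF7 cells stably reporting BRCA1 expression via firefly luciferase. Compound treatment lasts 48 h at 37 °C in phenol-red free MEM. Activation is expressed relative to genistein at 10 microM and DMSO.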
USP2a block – USP2a (human) protease inhibition; USP2 core, Ub-CHOP2 coupled fluorogenic reporter, 485/531; Potency, µM (doses to about 38.3 µM), for inactives: at the top dose activity change, negative = inhibition, actives largely listed as inhibitors; actives 0.01% (n = 330,000);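 also: potency is read from the fitted curve at half-maximal effect; plate controls were DMSO wells for no effect and full inhibition by NEM control for full effect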
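Cell-free coupled assay: 10nM USP2 core preincubated 30min RT with compound in Tris-HCl pH 8.0/CaCl2/CHAPS buffer, then 25nM Ub-CHOP2 and 25nM reporter substrate; fluorescence (Ex 485/Em 531) read after 60min RT, normalized to NEM inhibition, concentration-response curves fitted.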
a7 integrin act – activators of alpha7 integrin expression for muscular dystrophy; alpha7betagal myoblasts, beta-gal FDG fluorescence, 48 h; Potency, µM (titrated, usually from 38.3 µM), inactives show at the top dose activation, actives largely listed as activators; actives 0.064% (n = 350,000); AID 624291;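 also: potency is read from the fitted curve at half-maximal effect; 100% = response of the positive control SU9516; nearly all actives have a fitted effect of over 60% in size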
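alpha7betagal+/- myoblasts (passage 13, 250/well) treated 48 h at 37C with compounds at 1:260 dilution of DMSO stock. Lysed, then beta-galactosidase activity read as FDG fluorescence (ex 480/em 540) after 30 min, with pre-read for autofluorescence.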
uPA surface inh – cell surface uPA generation inhibition; actives 0.31% (n = 330,000); Potency, µM (titrated, usually from 38.3 µM), inactives show at the top dose activity change, negative = inhibition, usual class: inhibitors; cell surface uPA generation assay, qHTS; AID 540303; active = well fitted inhibition curve with a large enough effect; inconclusive = small, poorly fitted or top-dose-only effect; inactive = no such curve, though single readings can be large or run the other way; tested in mouse RAW 264.7 cells; also: potency is read from the fitted curve at half-maximal effect; % is scaled to controls: 0 for no effect and ±100 for the full control effect; nearly all actives have a fitted effect of over 55% in size
ELG1 genotox – induces genotoxicity in HEK293T cells with luciferase-tagged ELG1; Potency, µM (series often up to 46 µM), for inactives: at the top dose activity change, positive = activation, usual class: activators; actives 1.3% (n = 330,000); AID 504466; HEK293T ELG1-luciferase reporter, luminescence, 16 h; also: potency is read from the fitted curve at half-maximal effect; % of control where 0% means no effect; nearly all actives have a fitted effect of over 60% in size
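ELG1-luciferase HEK293T cells, 2,000/well; compound pinned in; 16 hr, 37 °C, 5% CO2; ONE-Glo, 30 min RT; luminescence on CCD imager.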
PTAP TSG101 blk – blocks PTAP/TSG101 interaction to inhibit HIV-1 budding; Q99816; 340,000 tested, under 10 active; Fluorescence polarization, FITC-PTAP peptide / Tsg101 binding; Potency, µM (highest dose often 115 µM), for the others: at the highest dose activity change, negative = inhibition, usual class: inhibitors; active = well fitted inhibition curve with a large enough effect in the main read-out, with a control signal flat, not every such curve was filed as active; inconclusive = small, poorly fitted or top-dose-only effect, or effect the other way, or a change in a side signal; inactive = no such curve, though single readings can be large or run the other way; also: potency is read from the fitted curve at half-maximal effect; % of control where 0% means no effect
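Fluorescence polarization binding of Tsg101 binding domain (10 uM final) to FITC-labeled PTAP peptide (50 nM final) in HEPES pH 7.5 buffer with NaCl, Tween 20, EDTA, TCEP. Compounds added before peptide; binding 20 min at RT.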
B2AR arrestin – beta2AR (human) beta-arrestin recruitment activity. beta-arrestin recruitment to beta2AR, cell-based reporter. AID 492947. P07550. actives 0.02% (n = 330,000). Potency, µM (series often up to 46.1 µM), inactives show at the highest dose activation, actives largely listed as activators;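 also: potency is read from the fitted curve at half-maximal effect; 0% = DMSO controls and full agonism = EC100 isoproterenol or metaproterenol; nearly all actives have a fitted effect of over 65% in size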
Target sequence (P07550 whole entry, looked up): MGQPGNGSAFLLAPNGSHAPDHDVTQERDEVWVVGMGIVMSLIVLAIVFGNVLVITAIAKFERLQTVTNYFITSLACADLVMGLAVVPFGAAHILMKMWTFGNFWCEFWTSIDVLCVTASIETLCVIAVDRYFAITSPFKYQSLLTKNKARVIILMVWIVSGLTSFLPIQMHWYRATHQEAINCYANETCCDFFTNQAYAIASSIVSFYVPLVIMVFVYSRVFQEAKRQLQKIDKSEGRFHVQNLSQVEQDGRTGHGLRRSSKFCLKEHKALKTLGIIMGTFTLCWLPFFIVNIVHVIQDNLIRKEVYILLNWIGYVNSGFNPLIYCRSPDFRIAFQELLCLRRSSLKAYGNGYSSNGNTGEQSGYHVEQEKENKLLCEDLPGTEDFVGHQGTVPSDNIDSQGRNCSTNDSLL
S-ASM inh – blocks human secretory acid sphingomyelinase. P17405. placental ASM, HMU-PC fluorogenic substrate, 60 min. Potency, µM (highest dose often 57.5 µM), inactives show at the top dose activity change, negative = inhibition, actives largely listed as inhibitors. actives 0.006% (n = 340,000). AID 504937; also: potency is read from the fitted curve at half-maximal effect
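Fluorogenic HMU-PC substrate (9 uM final) is turned over by placental ASM in 60 min at 37 C after a 10 min compound preincubation. Reaction ended by alkaline stop (pH 10), with fluorescence read at 386/447 nm.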
Eya2 inh – Eya2 (human) phosphatase inhibition; O00167; recombinant Eya2, OMFP fluorescence dephosphorylation (OMFP is methylfluorescein phosphate); Potency, µM (series often up to 76.9 µM), for the others: at the top dose activity, negative = inhibition, usual class: inhibitors; actives 0.006% (n = 330,000); also: potency is read from the fitted curve at half-maximal effect; % is scaled to controls: 0 for no effect and ±100 for the full control effect
Target sequence (O00167 whole entry, looked up): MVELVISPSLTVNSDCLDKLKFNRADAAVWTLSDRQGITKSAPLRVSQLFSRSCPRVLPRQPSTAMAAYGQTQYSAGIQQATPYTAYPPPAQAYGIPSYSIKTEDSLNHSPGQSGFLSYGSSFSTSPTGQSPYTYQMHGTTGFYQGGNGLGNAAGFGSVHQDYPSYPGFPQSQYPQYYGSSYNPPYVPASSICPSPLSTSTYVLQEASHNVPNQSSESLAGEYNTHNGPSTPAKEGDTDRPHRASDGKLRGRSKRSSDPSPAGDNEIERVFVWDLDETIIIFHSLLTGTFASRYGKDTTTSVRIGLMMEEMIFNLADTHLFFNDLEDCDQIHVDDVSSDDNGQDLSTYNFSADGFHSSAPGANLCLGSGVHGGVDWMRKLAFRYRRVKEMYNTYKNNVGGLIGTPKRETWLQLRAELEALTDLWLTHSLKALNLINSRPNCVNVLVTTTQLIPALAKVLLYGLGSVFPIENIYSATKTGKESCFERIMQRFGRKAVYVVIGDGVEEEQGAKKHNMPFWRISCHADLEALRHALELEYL
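Eya2 (0.2 uM) preincubated 10 min at ambient with compound, then OMFP substrate added at 50 uM; 10 min reaction in 50 mM HEPES pH 7.5, 50 mM NaCl, 5 uM MgCl2, 0.05% BSA, 1 mM DTT. Fluorescence read at Ex 485/Em 525 nm.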
Numbers without * were called inactive; u = inconclusive; x = not tested or not shown; [ ] = remark or other dose. Unless noted, calls follow the shape of the dose curve; as a rule, active = well fitted curve in the direction sought with a large enough effect; inconclusive = small, poorly fitted or top-dose-only effect, or another doubt; inactive = no such curve, though single readings can be large; an effect the other way counts as inactive or inconclusive.

SMILES,TRPV1 ag,p53 reactivation,BRCA1 expr up,USP2a block,a7 integrin act,uPA surface inh,ELG1 genotox,PTAP TSG101 blk,B2AR arrestin,S-ASM inh,Eya2 inh
CCc1noc(C)c1C(=O)N1CCN(S(=O)(=O)c2cccs2)CC1,1,6%,1%,0%,14%,-4%,-3%,2%,-0.1%,-2%,18%
Cc1ccc2nc(C)c(C(=O)N/N=C/c3cccs3)cc2c1,16,17%,13%,0%,-22%,-4%,8%,-3%,-0.8%,-1%,3%
CC(=O)N1CCC(N(CCN2CCOCC2)C(=S)Nc2ccc(C)cc2C)CC1,-8,-6%,-13%,0%,10%,-3%,u,-1%,-0.5%,0%,-12%
Cc1ccc(-c2onc3ccc(Br)cc23)cc1,20,17%,36%,4%,6%,1%,-1%,4%,0.3%,-5%,6%
CCOC(=O)N1N=C(C)CC1(O)c1ccc(Cl)cc1 (stereo not given),-1,-3%,-9%,1%,-22%,5%,0%,1%,0.3%,-5%,2%
CCOc1cccc(C2/C(=C(/O)c3ccc4c(c3)CC(C)O4)C(=O)C(=O)N2CCN2CCOCC2)c1 (stereo not given),-4,1%,-5%,1%,24%,-1%,1%,1%,-0.1%,5%,6%
c1ccc2c(c1)CCN(c1nc3cc4c(cc3s1)OCO4)C2,x,29%,u,-5%,20%,-6%,0.46µM*,-12%,0.5%,16%,15%
CC(=O)Nc1ccc(NC(=O)C(C)OC(=O)C2(c3ccc(Cl)cc3)CCCC2)cc1 (stereo not given),u,-7%,-41%,-2%,-22%,-1%,-9%,-1%,-0.2%,-8%,-12%
CCC(C(=O)OC)n1cnc2scc(-c3ccc(C)c(C)c3)c2c1=O (stereo not given),3,x,-20%,-1%,-4%,-8%,-3%,-3%,-0.2%,-4%,4%
Nc1c(Cl)ncnc1N/N=C/c1cccnc1,-2,1%,1%,3%,0%,-3%,-1%,-3%,-0.5%,6%,-29%
COc1ccccc1OC(C)C(=O)Nc1ccccc1C(=O)NCC1CCCO1 (stereo not given),14,-3%,-15%,0%,13%,2%,-2%,-1%,-0.8%,-3%,-6%
CCOc1cc(N2CCOCC2)c(OCC)cc1NC(=O)C(NC(=O)c1ccco1)C(C)C (stereo not given),-1,-8%,-1%,4%,23%,3%,6%,-1%,0.1%,-2%,-6%[15.4 µM]
C/C(=N/Nc1nc(-c2ccccc2)cc(-c2ccc(F)cc2)n1)c1cccc(N)c1,-3,u,-60%,-11%,9%,-5%,-16%,1%,0.1%,-7%,-1%
Cc1noc(NS(=O)(=O)c2ccc(NC(=O)CSc3nnc(-c4ccccc4)n3C3CCCCC3)cc2)c1C,1,0%,-4%,1%,34%,x,-5%,-16%,-0.2%,3%,-14%
Cc1cccc(COCC(Cc2ccccc2)N2CCN(C(=O)c3cccc(Cl)c3)CCC2=O)c1 (stereo not given),16,-4%,1%,3%,1%,u,-3%,x,-0.7%,-8%,-3%
CCCCCC(=O)Nc1ccc(-c2csc(C)n2)cc1,-4,u,42%,-4%,-1%,4%,3%,-1%,0.4%,0%,-6%
N#Cc1cc2cc3c(cc2nc1SCC(=O)N1CCOCC1)OCCO3,1,u,-42%,-3%,-36%,-4%,u,0%,0.4%,69%[activator],7%
CC(C)Cn1c(N)c(C(=O)CSc2n[nH]c(N)n2)c(=O)n(C)c1=O,-5,1%,-3%,-3%,0%,13%,1%,-4%,-0.6%,2%,-8%
Cc1nc2ccccc2nc(C)c1=NO,-3,17%,-5%,1%,6%,-2%,15%,-1%,-1.8%,0%,4%
COc1ccc(S(=O)(=O)N(C)C[C@H]2Oc3c(NC(=O)Nc4ccc5c(c4)OCO5)cccc3C(=O)N([C@H](C)CO)C[C@@H]2C)cc1,x,-5%,-4%,0%,-10%,-2%,-8%,-1%,-0.8%,-9%,15%
COc1ccccc1/C=C1\CCCC2=C1Nc1nnnn1C2c1ccccc1OC (stereo not given),-12,-19%,-67%,-1%,-52%[inhibitor],-8%,4%,-1%,7.4%,0%,-17%
CCOC(=O)c1[nH]cnc1C(=O)Nc1ccccn1,1,5%,0%,4%,44%,-21%,3%,3%,-1.8%,-1%,2%
Cc1ccc2nc(SCC(=O)Nc3ccc(Cl)cc3)nc(=O)n2c1,2,1%,-6%,2%,9%,0%,6%,4%,-0.2%,0%,6%
Cc1nc2ccccc2c(-c2ccccc2)c1CC(=O)O,0,-2%,-2%,4%,-15%,0%,2%,-3%,-0.3%,4%,-4%
Cc1ccc(NC(=O)c2c(C(=O)Nc3ccccc3)sc3nc(C)cc(=O)n23)cc1,30,0%,-39%,2%,-45%[inhibitor],1%,2%,0%,-0.2%,-10%,0%
O=C(NNC(=O)c1ccc2ccccc2c1O)NC1CCCCC1,-4,23%,-3%,4%,22%,3%,0%,-2%,0.6%,191%[activator],-14%
CCC(C)N(C(=O)COC(=O)c1cc([N+](=O)[O-])ccc1N)C1CCS(=O)(=O)C1 (stereo not given),1,-5%,3%,0%,-4%,7%,12%,x,0.1%,-1%,8%
CCCNC(=O)CCn1nc(-c2ccc(C)cc2)c2ccccc2c1=O,24,-2%,10%,3%,-25%,-19%,-3%,-4%,0.6%,2%,-3%
O=C(CCN1C(=O)/C(=C/c2cccs2)SC1=S)Nc1ccc(C(=O)O)cc1,2,-6%,-2%,-1%,4%,-1%,1%,-11%,0.2%,-14%,9%
COC(=O)c1ccccc1NS(=O)(=O)c1ccc2c3c(cccc13)C(=O)N2,-1,-13%,-32%,-1%,12%,-4%,0%,-8%,-0.8%,0%,-7%
Cc1ccc(Nc2nc(N)nc(CSc3nncn3C)n2)cc1,3,u,88%,-1%,28%,-3%,u,0%,-0.3%,0%,4%
O=C(CCCOc1ccccc1)OCn1nnc2ccccc2c1=O,10,1%,-6%,2%,-19%,1%,2%,0%,0.0%,-4%,3%
COc1cc(/C=C/C(=O)OCC(=O)Nc2nnc(-c3ccccc3)o2)cc(OC)c1OC,-6,-5%,-13%,3%,5%,11%,0%,0%,0.3%,4%,-15%
CN(C)S(=O)(=O)N1CCC(Oc2ccc(C(=O)NCCc3cscn3)cc2)CC1,3,9%,-5%,1%,-36%,8%,0%,x,4.7%,5%,9%
CCCCN(C)C(=O)C(Cc1ccccc1)NS(=O)(=O)c1ccc2c(c1)CCC(=O)N2 (stereo not given),4,-8%,0%,3%,0%,1%,2%,-1%,-0.5%,0%,10%
N#C/C(=C\c1cccc([N+](=O)[O-])c1)C(=O)NCC1CCCO1 (stereo not given),8,-6%,-11%,-1%,u,-3%,5%,0%,-0.2%,1%,6%
Cc1nn(Cc2ccccc2Cl)c(C)c1C(=O)N(C)CC(=O)Nc1cccc(F)c1,1,4%,-8%,0%,-14%,3%,-5%,0%,-0.1%,2%,-2%
CC(C)(C)OC(=O)N(CCc1ccccc1)Cc1ccccc1OCc1cccc(NC(=O)/C=C/c2ccccc2)c1,x,x,37%,x,25%,2%,x,-7%,x,4%,x
CCC(=O)Nc1cc(ON=C(C)C)cc([N+](=O)[O-])c1,16,-18%,-23%,1%,3%,-3%,1%,-5%,-0.8%,-1%,4%
CCOC(=O)c1c(-c2ccco2)csc1N,-1,-6%,-9%,-7%,13%,0%,-3%,1%,3.0%,0%,-13%
CCCCc1n[nH]c2c1/C(=N/O)CC(C)(C)C2,2,-13%,3%,2%,-2%,2%,2%,-4%,-0.8%,1%,-3%
COC(C/C=C/[C@@H](O)COCc1ccccc1)OC,-3,6%,0%,6%,3%,-3%,4%,0%,-1.0%,0%,6%
